High-throughput results deposited in PubChem by Columbia University Molecular Screening Center.
Htt clearance: mutant huntingtin protein clearance; HeLa Exon1htt(103Q)mCFP, aggregate imaging; zero = plate's median compound well; inhibition, % at 1.5 µM; 47,000 tested, 0.42% active; AID 853;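 active = inhibition of aggregate fluorescence above about 70%, also judged a hit by eye on the cell image, limit read from the data, passing the limit was not always enough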;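 note: cells exposed to compound for three days before fixation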
Htt clearance grain fraction: recorded beside Htt clearance, whose call it bears; fraction fluorescence in grains; measured here: aggregate grain fluorescence fraction; stronger effect = lower value;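 scaled fraction of total cell fluorescence in grains with unit not stated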
Numbers without * were called inactive. Not all compounds are listed; rates above refer to the full screens.

No. | Compound | Htt clearance | Htt clearance grain fraction
1 | Cc1ccc(NC(=O)COC(=O)CCc2c[nH]c(=O)[nH]2)cc1 | 8 | 16
2 | CC(C)(C)NS(=O)(=O)c1cccc(S(=O)(=O)c2cccc(S(=O)(=O)NC(C)(C)C)c2)c1 | 54 | 19
3 | FC(F)(F)C1=CC(c2ccccc2)=NCCN1 | -44 | 61
4 | Cn1c(=O)n(Cc2ccc(Cl)cc2)c(=O)c2c1nc1n2CCN1Cc1ccco1 | 34 | 20
5 | CCOC(=O)c1ccccc1NS(=O)(=O)c1ccccc1 | 30 | 13
6 | Cc1ccc(CNc2nc3ccccc3n3cnnc23)cc1 | -3 | 38
7 | CCN(CC(=O)NC1CCCCC1)S(=O)(=O)c1ccc(Cl)cc1 | -79 | 30
8 | CCn1c(Cc2ccccc2)nnc1SCC(=O)Nc1nccs1 | -124 | 40
9 | COC(=O)c1c(S(N)(=O)=O)c2ccccc2n1C | -14 | 23
10 | Cc1ccccc1NC(=O)Cc1ccccc1 | -17 | 23
11 | NCCc1nnc(SCc2ccccc2F)o1 | -26 | 26
12 | Cc1ccccc1N1CCN(C(=O)C2CCCCC2)CC1 | 51 | 8.4
13 | Cc1cc(=O)oc2c1ccc1oc(/C(=N/O)c3ccccc3)c(C)c12 | 5 | 17
14 | O=C(NCc1cccnc1)C1CCN(C(=O)c2ccc(Cl)cc2Cl)CC1 | -11 | 24
15 | CSCC[C@H](NC(=O)CCn1nnc2ccccc2c1=O)C(=O)O | -24 | 53
16 | O=C(NCN1C(=O)C2C3C=CC(C3)C2C1=O)Nc1ccccn1 (stereo unspecified) | 20 | 35
17 | CN(c1ccccc1C(=O)NCC1CCCO1)S(C)(=O)=O (stereo unspecified) | -58 | 27
18 | COc1ccc(NC(=O)Cn2nnc(-c3ccccc3NC(=O)c3ccco3)n2)cc1 | -25 | 45
19 | Cc1ccc(Nc2ncccc2C(=O)O)cc1C | -19 | 24
20 | CCN(CC)CCNc1nc2cc(OC)c(OC)cc2c2nc(-c3ccccc3)nn12 | -2 | 22
21 | CCOC(=O)NC(Nc1ccc(C)cn1)(C(F)(F)F)C(F)(F)F | -25 | 43
22 | O=C(CCCOc1ccccc1)Nc1cccc(C(=O)O)c1 | 3 | 21
23 | CCCCC(=O)Nc1cccc(NC(=O)c2ccc(Br)cc2)c1 | 2 | 38
24 | C=CCNC(=O)NS(=O)(=O)c1ccc(C)cc1 | 52 | 9.5
25 | Cc1ccc(C(C)C)c(OCC(O)CN2CCOCC2)c1 (stereo unspecified) | 21 | 28
26 | Cc1cc(C)n(S(=O)(=O)c2cc(C(=O)O)c(Cl)cc2Cl)n1 | 60 | 7.9
27 | O=C(Nc1ccc(C(F)(F)F)cc1Cl)c1ccc(Cn2cc(Br)cn2)o1 | -30 | 21
28 | Cc1ccc(C(=O)COC(=O)C2C3C=CC(C3)C2C(=O)OCC(=O)c2ccc(C)c(C)c2)cc1C (stereo unspecified) | -70 | 35
29 | O=S(=O)(c1ccc(OCC(O)CN2CCN(c3ccccc3Cl)CC2)cc1)N1CCOCC1 (stereo unspecified) | -26 | 43
30 | N#Cc1nc(COc2ccccc2F)oc1N1CCCCCC1 | 7 | 15

Next part
No. | Compound | Htt clearance | Htt clearance grain fraction
31 | COc1ccc(C2=NCC(CSc3nnc(-c4ccc5c(c4)OCO5)o3)S2)cc1 (stereo unspecified) | 0 | 36
32 | CCCNC(=O)C1CNc2ccccc2O1 (stereo unspecified) | 6 | 37
33 | COc1ccc(N=C2SCC(=O)N2c2ccc(OC)cc2)cc1 | -18 | 21
34 | COc1cccc(-n2c(Cc3cc(=O)[nH]c(=O)[nH]3)nnc2SCc2cccnc2)c1 | 51 | 22
35 | NCCCCCc1nnc(SCC(=O)Nc2cccc(Cl)c2)o1 | -16 | 43
36 | COCCn1nnnc1C(C(C)C)N(Cc1cccnc1)Cc1cc2cc(OC)ccc2[nH]c1=O (stereo unspecified) | -41 | 29
37 | CNC(=O)C1CC(=O)N(CCc2ccc(OC)cc2)C(=Nc2ccc(OC)cc2)S1 (stereo unspecified) | 42 | 11
38 | COCCn1cnc2c1c(=O)n(CC(=O)Nc1cc(C)on1)c(=O)n2Cc1ccccc1 | -39 | 58
39 | CC(C)NCCCOc1ccc(Cl)cc1Br | -58 | 48
40 | CC1CCN(S(=O)(=O)c2ccc3c(c2)oc(=O)n3CC(=O)NCc2ccc3c(c2)OCO3)CC1 | -5 | 55
41 | CCC(C)C(=O)Nc1cc(C(=O)OC)cc(C(=O)OC)c1 (stereo unspecified) | 23 | 26
42 | CC(O)CNc1nc2c(c(=O)n(C)c(=O)n2C)n1Cc1cccc(C(F)(F)F)c1 (stereo unspecified) | 2 | 17
43 | CCOC(=O)N1CCN(C(=O)C2CCN(S(=O)(=O)c3ccccc3)CC2)CC1 | -17 | 28
44 | CCOC(=O)C(C)Sc1nc(-c2ccco2)cc(C(F)(F)F)c1C#N (stereo unspecified) | -47 | 54
45 | Cc1ccc(C(=O)OCC(=O)NC(=O)c2cccn2C)cc1 | 42 | 12
46 | CC(=O)c1cccc(NC(=O)c2ccc(N(Cc3ccccc3C)S(C)(=O)=O)cc2)c1 | 46 | 10
47 | Nc1nnc(-c2ccccc2)c(-c2ccccc2)n1 | 30 | 14
48 | Fc1ccc(-c2nnc(SCc3ncc(-c4ccccc4)o3)n2CC2CCCO2)cc1 (stereo unspecified) | -18 | 47
49 | O=C(CSc1nc2ccccc2n1-c1ccccc1)NCC1CCCO1 (stereo unspecified) | 50 | 11
50 | O=C1c2ccccc2-c2ccc(C(=O)N3CCOCC3)cc21 | -63 | 32
51 | CCC(C)(C)n1nnnc1C(c1cccs1)N1CCN(Cc2ccccc2)CC1 (stereo unspecified) | 4 | 33
52 | O=C(Oc1ccc(F)cc1C(=O)/C=C/c1cccs1)c1cccc([N+](=O)[O-])c1 | -17 | 49
53 | COc1nn(C(C)C(=O)N2N=C(C(F)F)CC2(O)C(F)F)cc1[N+](=O)[O-] (stereo unspecified) | -30 | 24
54 | CCSc1nc(C)c(C(C)=O)cc1C#N | 10 | 14
55 | CCOc1ccc(C2CC(=O)NC(SC)=C2C#N)cc1 (stereo unspecified) | -8 | 40
56 | Cc1nc2ncnn2c(C)c1CCC(=O)Nc1csc(N)n1 | -21 | 53
57 | COc1nc(N2CCCCCC2)nc(N2CCCCCC2)n1 | -34 | 46
58 | Cc1ccccc1-n1nc2c(c1NC(=O)c1ccc(S(=O)(=O)N(C)C)cc1)CSC2 | -56 | 57
59 | O=C(CC1NC(=O)NC1=O)NC1(C(=O)NC2CCCCC2)CCCCC1 (stereo unspecified) | 42 | 22
60 | Cc1cc2c(c(=O)n1CC1CCCO1)C(c1ccc3c(c1)OCO3)C(C#N)=C(N)O2 (stereo unspecified) | -27 | 44

Later entries
No. | Compound | Htt clearance | Htt clearance grain fraction
61 | Cc1noc(/C=C/c2ccco2)c1S(=O)(=O)N1CCC(C(=O)N(C)Cc2ccccc2)CC1 | 44 | 21
62 | Clc1ccc(OCCCn2cncn2)cc1Cl | -42 | 29
63 | Clc1ccc(/C=N/c2c(-c3ccco3)nc3ccccn23)cc1 | 50 | 11
64 | O=C(Cn1cnc([N+](=O)[O-])c1)Nc1cc(Oc2ccc(Cl)cc2Cl)cc([N+](=O)[O-])c1 | -4 | 19
65 | C[C@H](NC(=O)NCCc1ccccc1)C(=O)O | 71* | 5.1*
66 | O=c1[nH]c2cc(Cl)ccc2n1-c1ccccc1 | 41 | 22
67 | COc1ccccc1C1C(C(C)=O)=C(O)C(=O)N1CCc1ccccc1 (stereo unspecified) | -220 | 62
68 | OCCNc1ccc(Cl)cc1 | -5 | 21
69 | O=C(CCC(=O)N1CCc2ccccc21)N1CCc2ccccc21 | -63 | 30
70 | Cc1cc(-c2ccccc2)nc(N2CCC(C(=O)NCc3ccccc3Cl)CC2)n1 | 47 | 10
71 | COCCNc1nc(SCc2ccccc2)nc2sc3c(c12)CCC3 | -39 | 54
72 | CCc1ccc(NC(=O)c2ccc3ncsc3c2)cc1 | 3 | 38
73 | O=C(c1cc(-c2ccc(O)cc2)on1)N1CCCc2ccccc21 | 38 | 22
74 | CCOc1ccc(NC(=O)CN(Cc2ccccc2)S(C)(=O)=O)cc1 | 18 | 16
75 | CC(C)C(=O)Nc1ccc(-c2nc3cccnc3o2)cc1 | 23 | 13
76 | Nn1c(SC/C=C/c2ccccc2)nnc1-c1ccncc1 | -12 | 23
77 | CCCCNC(=S)NNC(=O)C12CC3CC(CC(C3)C1)C2 | -16 | 32
78 | O=C(CCS(=O)(=O)Cc1ccccc1F)NCCCN1CCCCC1 | -13 | 46
79 | CCCCC(c1nnnn1Cc1ccco1)N1CCN(C(=O)c2ccco2)CC1 (stereo unspecified) | 41 | 22
80 | Cc1ccc(NCc2nnc(SCC(=O)c3ccccc3)o2)c(C)c1 | -10 | 24
81 | CCC(=O)N1CCc2cc(S(=O)(=O)CCC(=O)O)ccc21 | -21 | 36
82 | O=C(CCc1ccccc1)n1nc(-c2ccccc2)nc1NCc1ccco1 | -19 | 24
83 | O=C(NCc1ccco1)Nc1ccc2nsnc2c1 | -8 | 19
84 | O=C(c1ccc(Cn2cc(Cl)cn2)cc1)N1CCN(c2ccccc2)CC1 | 0 | 20
85 | Cn1c(CN2CCCCC2)nc2cc(NC(=O)c3ccccc3)ccc21 | -27 | 24
86 | CC(C)NC(=O)c1ccccc1NC(=O)C1COc2ccccc2O1 (stereo unspecified) | 11 | 18
87 | Nc1ccc(-c2cc(N)n(-c3ccccc3)n2)cc1 | 5 | 18
88 | COC(=O)c1cc2sccc2n1Cc1ccc(C)cc1 | -39 | 27
89 | CC1=CCC(Cc2nc3ccccc3o2)C1(C)C (stereo unspecified) | 77* | 3.7*
90 | Cc1cccc(NC(=O)C2CCN(c3nccc(C)n3)CC2)c1 | 61 | 14

Some of the entries above, set out differently.
Below each SMILES: Htt clearance, Htt clearance grain fraction
#67 COc1ccccc1C1C(C(C)=O)=C(O)C(=O)N1CCc1ccccc1 (stereo unspecified)
    -220, 62
#68 OCCNc1ccc(Cl)cc1
    -5, 21
#69 O=C(CCC(=O)N1CCc2ccccc21)N1CCc2ccccc21
    -63, 30
#70 Cc1cc(-c2ccccc2)nc(N2CCC(C(=O)NCc3ccccc3Cl)CC2)n1
    47, 10
#71 COCCNc1nc(SCc2ccccc2)nc2sc3c(c12)CCC3
    -39, 54
#72 CCc1ccc(NC(=O)c2ccc3ncsc3c2)cc1
    3, 38
#73 O=C(c1cc(-c2ccc(O)cc2)on1)N1CCCc2ccccc21
    38, 22
#74 CCOc1ccc(NC(=O)CN(Cc2ccccc2)S(C)(=O)=O)cc1
    18, 16
#75 CC(C)C(=O)Nc1ccc(-c2nc3cccnc3o2)cc1
    23, 13
#76 Nn1c(SC/C=C/c2ccccc2)nnc1-c1ccncc1
    -12, 23
#77 CCCCNC(=S)NNC(=O)C12CC3CC(CC(C3)C1)C2
    -16, 32
#78 O=C(CCS(=O)(=O)Cc1ccccc1F)NCCCN1CCCCC1
    -13, 46
#79 CCCCC(c1nnnn1Cc1ccco1)N1CCN(C(=O)c2ccco2)CC1 (stereo unspecified)
    41, 22
#80 Cc1ccc(NCc2nnc(SCC(=O)c3ccccc3)o2)c(C)c1
    -10, 24
#81 CCC(=O)N1CCc2cc(S(=O)(=O)CCC(=O)O)ccc21
    -21, 36
#82 O=C(CCc1ccccc1)n1nc(-c2ccccc2)nc1NCc1ccco1
    -19, 24
#83 O=C(NCc1ccco1)Nc1ccc2nsnc2c1
    -8, 19
#84 O=C(c1ccc(Cn2cc(Cl)cn2)cc1)N1CCN(c2ccccc2)CC1
    0, 20

The results go on.
No. | Compound | Htt clearance | Htt clearance grain fraction
91 | Cn1c(=O)c2c(nc(N3CCCCC3)n2CCNC2=NCCC2)n(C)c1=O | -33 | 45
92 | O=C(COc1ccc(Cl)cc1Cl)Nc1ccccn1 | -2 | 19
93 | CCCOc1ccc(N2C(=O)CC(NCCNc3ccc(S(=O)(=O)CC)cc3)C2=O)cc1 (stereo unspecified) | 23 | 16
94 | O=C(NCc1cccs1)C1CC(=O)N(c2ccccc2)C1 (stereo unspecified) | -17 | 54
95 | CC(C)CCn1nnnc1C(c1ccccc1)N1CCC(C(N)=O)CC1 (stereo unspecified) | -44 | 30
96 | c1ccc(C(c2ccccc2)N2CCN(c3nc4ccccc4n4cnnc34)CC2)cc1 | -12 | 44
97 | CCOC(=O)c1[nH]c2ccc(OC)cc2c1NC(=O)C(C)N1CCC2(CC1)OCCO2 (stereo unspecified) | -95 | 58
98 | CCC(=O)Nc1sc2c(c1C#N)CC(C)(CC)OC2 (stereo unspecified) | 0 | 39
99 | CCCCOC(=O)c1ccc(NC(C)=O)cc1 | 4 | 35
100 | CCOc1ccc(-c2n[nH]c(C)c2-c2ccccc2OC)c(O)c1 | -15 | 50
101 | COc1ccc(Cc2nc(-c3ccc(NC(=O)c4cccnc4)cc3)no2)cc1 | -2 | 19
102 | CCOC(=O)/C=C1\CC(=O)Nc2nonc2N1 | 34 | 12
103 | COc1ccc(C(=O)NCCN2CCOCC2)cc1OC | 16 | 15
104 | CC(C)CNS(=O)(=O)c1ccc(CCC(=O)N2CCN(Cc3ccc4c(c3)OCO4)CC2)cc1 | 13 | 17
105 | c1ccc(-c2ccc(CN3CCN(c4ncccn4)CC3)cc2)cc1 | -69 | 29
106 | O=C1c2ccccc2NC(c2ccc(Cl)cc2Cl)N1O (stereo unspecified) | 32 | 25
107 | Cc1ccc(-n2c(-c3ccncc3)nnc2-c2cccs2)cc1 | 53 | 9.1
108 | Cc1cc(C)c(S(=O)(=O)N2CCCC(C(=O)NCCC3=CCCCC3)C2)c(C)c1 (stereo unspecified) | -11 | 42
109 | CC(=O)OC1=C(C#N)Cn2ccc3cccc1c32 | -60 | 55
110 | Cc1ccccc1C(=O)NNC(=O)c1ccoc1C | -12 | 42
111 | CCOC(=O)CCP(=O)(O)C(O)c1ccc(OC)cc1 (stereo unspecified) | 24 | 26
112 | Fc1ccc(C2CC(c3ccc(F)cc3)n3ncnc3N2)cc1 (stereo unspecified) | -19 | 44
